ERG-DNA inh: qHTS for Small Molecule Inhibitors of the ERG Ets/DNA interaction. Transcriptional regulator ERG (Homo sapiens), P11308. fluorescence polarization, His-ERG Ets domain / labelled DNA. Potency, µM (highest dose often 76.9 µM), inactives show at the top dose FP activity, negative = inhibition, hits mostly inhibitors. 370,000 tested, 0.028% active. AID 624246, 2012; active = well fitted inhibition curve with a large enough effect in the polarisation, with a control signal flat; inconclusive = small, poorly fitted or top-dose-only effect, or effect the other way, or a change in a side signal; inactive = no such curve, though single readings can be large or run the other way; the % refers to the polarisation;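 note: polarization taken with two DNA probes labelled with fluorescein and Texas red; potency is the fitted concentration of half-maximal effect; % of control where 0% means no effect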
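His-tagged ERG Ets domain (1 uM in the protein solution; 300mM KCl, 50mM Tris-HCl, 1mM EDTA, 1mM DTT, pH 7.5) received compound, then a probe mix of 5 nM fluorescein-DNA and 100nM Texas-615-DNA. Fluorescence polarization was read for both dyes.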
Tb PGK inh: qHTS Assay to Find Inhibitors of Phosphoglycerate Kinase; Phosphoglycerate kinase, glycosomal (Trypanosoma brucei brucei), P07378; PGK/GAPDH coupled, Kinase-Glo luminescence, 60 min; Potency, µM (titrated, usually from 57.5 µM), inactives show top-dose activity change, negative = inhibition, hits mostly inhibitors; 380,000 tested, 0.043% active; note: potency is the fitted concentration of half-maximal effect; % is set by controls: 0 for no effect and ±100 for the full control effect; nearly all actives have a fitted effect of over 60% in size
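Recombinant glycosomal PGK reaction used 1,3-bisphosphoglycerate generated in-well by GAPDH (100nM final) in 100mM TEA pH 7.6, 5mM MgCl2, 0.01% Tween-20. After 60 minutes at room temperature, ATP was read by Kinase-Glo Plus luminescence end-point.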
G9a inh: qHTS Assay for Inhibitors of Histone Lysine Methyltransferase G9a; AID 504332, 2011; Potency, µM (doses to about 102 µM), inactives show top-dose activity, negative = inhibition, usual class: inhibitors; G9a H3K9 monomethylation, AlphaScreen, 2 h; Histone-lysine N-methyltransferase EHMT2 (Homo sapiens), Q96KQ7; 350,000 tested, 8.8% active; note: potency is the fitted concentration of half-maximal effect; % is set by controls: 0 for no effect and ±100 for the full control effect; nearly all actives have a fitted effect of over 75% in size
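Step 1: enzyme (final 20 nM) with compound, 15 min RT. Step 2: substrate peptide 500 nM and SAM 20 uM, 2 h RT. Step 3: anti-H3K9me1 antibody and AlphaScreen beads, 10 min, then plate read.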
PI4K2A block: qHTS for small molecular inhibitors of PI4K2A; Phosphatidylinositol 4-kinase type 2-alpha (Homo sapiens), Q9BTU6; activity change, negative = inhibition, % at 76.9 µM; purified PI4K2A, ADP-Glo luminescence, 1 h; active compounds read low; AID 1346378, 2018; 420,000 tested, 0.13% active; in the data active = activity change below about -50%; inconclusive = mostly about -30% to -49%;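 note: -100% = wells without enzyme as full effect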
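In this quantitative HTS, ADP production by PI4K2A was quantified luminescently after 1 h at ambient temperature; 100 microM adenosine served as plate-quality control.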
JMJD2A Tudor inh: qHTS Assay for Inhibitors of JMJD2A-Tudor Domain; Lysine-specific demethylase 4A (Homo sapiens), O75164; AlphaScreen JMJD2A-Tudor / H3K4me3 peptide binding; Potency, µM (highest dose often 114 µM), inactives show top-dose activity change, negative = inhibition, usual class: inhibitors; 390,000 tested, 4.4% active; note: potency is the fitted concentration of half-maximal effect; % is set by controls: 0 for no effect and ±100 for the full control effect; nearly all actives have a fitted effect of over 50% in size
BAZ2B block: qHTS Assay for Inhibitors of BAZ2B; Potency, µM (titrated, usually from 114 µM), inactives show top-dose activity change, negative = inhibition, actives largely listed as inhibitors; 360,000 tested, 4.4% active; AID 504333, 2011; AlphaScreen BAZ2B-H3K14Ac peptide displacement; note: potency is the fitted concentration of half-maximal effect; % is set by controls: 0 for no effect and ±100 for the full control effect; nearly all actives have a fitted effect of over 60% in size
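Protein-peptide AlphaScreen: BAZ2B 50 nM, b-H3K14Ac 50 nM, 1x PBS pH 7.4 + 0.01% Tween-20. Preincubation 30 min RT; cpd 30 min RT (top 110 uM); beads 20 min RT, light-protected.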
Pin1 inhibitor: qHTS Assay to Find Inhibitors of Pin1 | Potency, µM (titrated, usually from 115 µM), for inactives: top-dose activity, negative = inhibition, most hits filed as inhibitors | AID 504891, 2011 | Peptidyl-prolyl cis-trans isomerase NIMA-interacting 1 (Homo sapiens), Q13526 | 390,000 tested, 0.009% active | Pin1 FP peptide displacement, HiFluor488, 10 min; active = well fitted inhibition curve with a large enough effect in the polarisation, with a control signal flat, not every such curve was filed as active; inconclusive = small, poorly fitted or top-dose-only effect, or effect the other way, or a change in a side signal; inactive = no such curve, though single readings can be large or run the other way; the % refers to the polarisation; note: potency is the fitted concentration of half-maximal effect; % is set by controls: 0 for no effect and ±100 for the full control effect
HP1b chromo inh: HTS for Inhibitors of HP1-beta Chromodomain Interactions with Methylated Histone Tails; AlphaScreen HP1-beta / biotin-H3K9me3 peptide binding; Potency, µM (titrated, usually from 114 µM), for the others: at the highest dose activity change, negative = inhibition, most hits filed as inhibitors; 390,000 tested, 0.56% active; AID 540317, 2011; note: potency is the fitted concentration of half-maximal effect; nearly all actives have a fitted effect of over 70% in size; inactives centre near 23
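Compound inhibition of the preformed complex between 50 nM HP1-beta and 50 nM biotinylated H3K9me3 peptide was read by AlphaScreen. Buffer was PBS pH 7.4 with 0.01% Tween-20. Incubations ran 30 min at room temperature, with 10 ug/mL donor/acceptor beads.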
GLS inhibitor: qHTS for Inhibitors of Glutaminase (GLS); GLS enzymatic activity, qHTS titration; Potency, µM (highest dose often 45.5 µM), without a hit: top-dose activity change, negative = inhibition, hits mostly inhibitors; 410,000 tested, 0.21% active; note: potency is the fitted concentration of half-maximal effect; % is set by controls: 0 for no effect and ±100 for the full control effect
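Assay buffer: 45 mM KH2PO4 pH 8.2, 0.02% Tween-20. hKGA acts on L-glutamine (1 mM solution added); product glutamate is reported by an oxidase/peroxidase Amplex Red coupling, with fluorescence taken at baseline and 30 min.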
* marks the source's active call; other numbers are inactive results; i = inactive; u = inconclusive; x = no result given; & = joins results of further samples; ! = repeats disagree; [ ] = remark or other dose. Unless noted, calls come from the whole dose curve; as a rule, active = well fitted curve in the direction sought with a large enough effect; inconclusive = small, poorly fitted or top-dose-only effect, or another doubt; inactive = no such curve, though single readings can be large; an effect the other way counts as inactive or inconclusive.

nr	ERG-DNA inh	Tb PGK inh	G9a inh	PI4K2A block	JMJD2A Tudor inh	BAZ2B block	Pin1 inhibitor	HP1b chromo inh	GLS inhibitor	Compound
1	0.3%	-1.2%	u	-14.7	-11.0%	-24.6%	-7.2%	21.9%	9.9%	CCN(CC(=O)Nc1ccc(NC(C)=O)cc1)C(=O)c1ccc(=O)[nH]c1
2	3.2%	3.6%	5.8%	3.0	-6.6%	-33.4%	-2.6%	21.8%	-1.1%	CCOc1ccc(C(C)C)cc1S(=O)(=O)N1CCN(C(=O)c2ccco2)CC1
3	-12.8%	-12.0%	u	-1.1	3.55µM*	u	-0.2%	44.8%[activator]	6.4%	Nc1c(Cl)cc(C2=NCCn3c2c2ccccc2[n+]3[O-])cc1Cl
4	-2.8%	2.0%	-1.5%	-0.1	-27.5%	3.1%	4.1%	11.8%	-1.4%	COc1ccc(S(=O)(=O)N2CCOC2CNC(=O)C(=O)NCCc2ccccc2OC)cc1C (centres undefined)
5	9.5%	-8.8%	-2.8%[12.7 µM]	5.8	35.0%	20.8%	7.2%	88.0%[activator]	-4.3%	O=C(Nc1ccc(Cl)cc1)N(Cc1cccs1)Cc1cccs1
6	-5.5%	-0.7%	-15.6%	-6.5	-7.6%	-9.5%	3.8%	4.1%	-21.0%	COCCN1CCN(C(=O)c2cc(COc3ccc(F)cc3F)on2)CC1
7	x	-5.5%	25.6%	-2.8	-14.0%	11.7%	-5.6%	23.4%	2.6%	C/C(Nc1ccc(Cl)cc1)=C(/C#N)C(N)=O
8	-1.2%	-11.1%	-7.6%[59 µM]	-4.3	u	-36.3%	0.1%	-18.9%	15.0%	O=[N+]([O-])c1cc2c(cc1/C=N/Nc1nc(N3CCCC3)nc(N3CCCC3)n1)OCO2
9	-1.3%	3.9%	x	5.3	6.3%	0.5%	-8.5%	16.8%	5.4%	Cc1ccc(-c2cc(C(F)F)n3ncc(C(=O)Nc4c(C)nn(Cc5c(Cl)cccc5Cl)c4C)c3n2)cc1
10	-5.9%	0.3%	18.4%[59 µM]	1.0	-6.3%	3.4%	-2.7%	12.2%	2.5%	Cc1ccc(S(=O)(=O)N(C)C)cc1NC(=O)c1cncc(Br)c1
11	-5.6%	-6.8%	x	0.8	1.7%	x	-7.6%	14.9%	0.9%	O=C(NCCCN1CCOCC1)c1ccc(Cl)c([N+](=O)[O-])c1
12	4.5%	i	-8.2%[59 µM]	2.8	-18.8%	-28.8%	4.1%	9.5%[57 µM]	-7.4%	Cc1ccccc1-n1c(SCC(=O)N/N=C/C=C/c2ccccc2[N+](=O)[O-])nc2ccccc2c1=O
13	1.7%	-9.8%	1.9%	-1.7	-1.4%	u	-2.1%	16.7%	-3.7%	COCCCNC(=O)CN1C(=O)c2cccc3cccc1c23
14	0.5%	8.7%	-3.7%	-0.8	14.7%	-4.1%	u	59.9%[activator]	0.7%	CCN(Cc1ccc2c(c1)OCO2)C(=O)/C=C/c1cccc(Br)c1
15	9.1%	5.4%	-2.0%	2.6	0.0%	9.1%	-0.9%	12.3%	11.1%	O=C(Nc1ccc(S(=O)(=O)N2CCCC2)cc1)c1cccnc1Cl
16	9.0%	i	-11.2%[59 µM]	3.7	1.4%	-6.8%	-4.4%	55.3%[activator]	-3.7%	Cc1ccc(S(=O)(=O)Nc2ccc(SC(F)F)cc2)c(C)c1
17	2.2%	i	7.1%[59 µM]	3.0	-6.4%	9.5%	11.6%	18.2%	-3.5%	C=CCn1c(SCC(=O)NC(=O)NCC(C)C)nnc1C1CCCCC1
18	-7.9%	-1.4%	u	0.4	-5.9%	-11.5%	-16.3%	22.4%	-9.3%	Cc1cc(S(=O)(=O)NCc2ccc(N3CCN(C)CC3)cc2)c(C)s1
19	-6.3%	-2.7%	x	2.2	-6.2%	x	2.6%	32.5%	-13.3%	CC1C(=O)c2ccccc2CC1C(=O)O (centres undefined)
20	-1.4%	3.6%	u	2.0	-33.1%	-38.9%	-0.9%	-10.9%	2.8%	COc1ccc2[nH]c(C)c(C(=O)CN3CCN(C/C=C/c4ccccc4)CC3)c2c1
21	-3.5%	-11.1%	4.47µM*	-1.8	-19.8%	5.1%	1.5%	-25.9%	-7.4%	Cc1ccc(C(=O)CSc2nsc(C)c2C#N)cc1
22	-2.5%	-7.6%	20.3%[59 µM]	2.2	-6.8%	x	0.7%	24.1%	-6.8%	CCOC(=O)c1c(C)oc2cc(Br)c(OC)cc12
23	6.0%	2.1%	-36.0%	4.8	-2.4%	4.3%	-6.1%	43.3%[activator]	-0.8%	Cc1nn(CC(=O)NCCC2=CCCCC2)c(C)c1[N+](=O)[O-]
24	-29.2%	-0.4%	7.1%[0.501 µM]	-2.5	-3.2%	-5.5%	-3.4%	36.7%	1.6%	C=C(c1ccccc1C)[n+]1ccccc1
25	2.3%	-2.8%	39.8µM*	-7.4	-6.9%	-24.6%	12.0%	23.1%	2.8%	O=c1c2cc3c(cc2[nH]c(=S)n1Cc1ccco1)OCO3
26	-15.0%	1.3%	15.5%	-0.6	-19.4%	1.5%	-2.0%	20.5%	4.0%	Cc1ccc2c(c1)N(C(=O)CCC(=O)NCc1cccc(Br)c1)CC(C)O2 (centres undefined)
27	3.3%	3.8%	-13.8%	-3.7	-15.6%	6.0%	-0.5%	36.2%	-7.5%	CCOC(=O)CSc1nnc(-c2c[nH]c3ccccc23)n1CC
28	5.2%	-7.2%	5.9%	-4.2	-4.8%	-19.2%	10.2%	45.8%[activator]	-11.0%	Cc1cnc(C(=O)OCc2ccc(COC(=O)c3cnc(C)cn3)cc2)cn1
29	1.6%	-1.9%	15.9%[2.33 µM]	-4.4	-33.1%	-2.0%	-1.3%	11.3%	0.1%	Cc1cccc([C@@H]2[C@@H]3C(=O)N(Cc4ccccc4)C(=O)[C@@H]3[C@]3(C)C(=O)N(c4cccc(F)c4)C(=O)N23)c1
30	1.6%	-6.9%	-0.5%[0.501 µM]	-8.1	-10.9%	7.7%	0.8%	44.8%	1.5%	Cc1cc(S(=O)(=O)N2CCOCC2)ccc1NC(=O)c1ccc(F)cc1

Three compounds already listed, ordered by their value in Tb PGK inh, rising:
nr	ERG-DNA inh	Tb PGK inh	G9a inh	PI4K2A block	JMJD2A Tudor inh	BAZ2B block	Pin1 inhibitor	HP1b chromo inh	GLS inhibitor	Compound
7	x	-5.5%	25.6%	-2.8	-14.0%	11.7%	-5.6%	23.4%	2.6%	C/C(Nc1ccc(Cl)cc1)=C(/C#N)C(N)=O
18	-7.9%	-1.4%	u	0.4	-5.9%	-11.5%	-16.3%	22.4%	-9.3%	Cc1cc(S(=O)(=O)NCc2ccc(N3CCN(C)CC3)cc2)c(C)s1
6	-5.5%	-0.7%	-15.6%	-6.5	-7.6%	-9.5%	3.8%	4.1%	-21.0%	COCCN1CCN(C(=O)c2cc(COc3ccc(F)cc3F)on2)CC1

Next part:
nr	ERG-DNA inh	Tb PGK inh	G9a inh	PI4K2A block	JMJD2A Tudor inh	BAZ2B block	Pin1 inhibitor	HP1b chromo inh	GLS inhibitor	Compound
31	-8.4%	-8.4%	20.1%	-12.3	-14.0%	-4.3%	5.8%	5.0%	17.7%	CCc1ccc(N(CC(=O)Nc2ccc(NC(C)=O)cc2)S(=O)(=O)c2ccccc2)cc1
32	4.0%	-2.2%	-50.0%[59 µM]	-9.4	-32.5%	-37.2%	11.2%	-6.1%	11.3%	Cc1nc(N2CCOCC2)nc(N2CCCCC2)c1[N+](=O)[O-]
33	2.2%	2.5%	7.2%[0.501 µM]	0.9	-23.0%	u	-18.0%	1.7%	-0.9%	CCCOc1ccc(C(C)=O)cc1CSc1nc(O)cc(=O)[nH]1
34	x	-3.3%	-11.0%[59 µM]	-5.6	-22.7%	7.2%	-8.0%	13.4%	20.2%	CC(CCO)Nc1nc2c([nH]1)c(=O)n(C)c(=O)n2C (centres undefined)
35	-0.1%	-0.9%	u	-1.9	-8.4%	1.5%	-7.2%	43.9%[activator]	14.7%	Cc1ccc(C2(C)NC(=O)N(CC(=O)N(C)CC(=O)Nc3cccc(F)c3)C2=O)cc1 (centres undefined)
36	-6.7%&-0.6%	-9.4%	14.1µM*!	1.0&0.2&7.0&-1.1	-20.7%&-34.5%	0.3%	u	41.3%&16.4%[activator]	10.6%&26.7%&8.2%	CN1Cc2c(N)cccc2C(c2ccccc2)C1 (centres undefined)
37	9.0%	-4.0%	x	-2.0	-14.4%	-6.4%	-11.3%	28.1%	2.0%	O=C(COc1ncnc2cc([N+](=O)[O-])ccc12)NC1CCCCC1
38	-0.6%	i	31.6µM*	1.7	-3.4%[57.1 µM]	-0.7%	-1.2%	-0.7%	12.2%	O=C(O)c1ccc(Cl)c(NC(=S)NC(=O)c2ccccc2[N+](=O)[O-])c1

From PubChem
